Screening data deposited in PubChem BioAssay by several laboratories.
DYRK1A inh = blocks rat Dyrk1A kinase activity; Q63470; ADP-Glo luminescence, NFATc1 peptide; inhibition, % at 12.5 µM; hit rate 0.43% among 310,000; AID 504441; in the data active means inhibition above about 50%;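 further: plate controls were vehicle with enzyme for no effect and no enzyme for full effect; many of its hits are not listed in these tables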
HDAC3 inh = human HDAC3 inhibition. O15379. recombinant HDAC3, fluorogenic peptide/trypsin coupled, fluorescence. inhibition, % at 8.3 µM. hit rate 0.15% among 320,000. AID 2718; in the data active means inhibition above about 26%, passing the limit was not always enough; inconclusive means no clear call, values can overlap the other calls
Target sequence (O15379 whole entry, looked up): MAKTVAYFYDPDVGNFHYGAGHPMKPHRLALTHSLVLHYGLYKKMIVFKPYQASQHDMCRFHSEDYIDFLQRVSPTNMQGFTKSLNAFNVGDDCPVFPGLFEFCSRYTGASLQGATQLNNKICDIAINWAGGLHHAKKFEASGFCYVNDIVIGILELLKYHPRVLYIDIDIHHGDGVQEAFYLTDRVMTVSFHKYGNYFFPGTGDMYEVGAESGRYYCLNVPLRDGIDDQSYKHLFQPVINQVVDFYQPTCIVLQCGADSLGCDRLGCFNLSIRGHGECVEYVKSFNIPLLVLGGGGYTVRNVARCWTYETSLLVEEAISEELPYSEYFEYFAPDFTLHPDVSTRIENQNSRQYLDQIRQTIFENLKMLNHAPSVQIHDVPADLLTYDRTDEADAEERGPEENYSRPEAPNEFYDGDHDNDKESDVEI
RGS4 pot = potentiators or activators of RGS4. hit rate 0.92% among 310,000. B-score at 10 µM. AID 463111. HEK293 M3R/inducible RGS4, carbachol calcium flux Fluo4; stronger effect = lower value;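 active means B-score of the integrated calcium signal more than 4 SD below the library mean, with starting fluorescence not abnormally high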;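 further: negative B-score means reduced calcium response which marks RGS4 activation or potentiation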
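Detection: kinetic calcium fluorescence imaging with Fluo4-AM dye, 2 µM / Material: HEK293 cells with stable M3R and inducible RGS4 / Schedule: recording 10 s baseline at 1 Hz, 100 s post-agonist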
KCNQ1 act = human KCNQ1 channel potentiation or activation; AID 2648; P51787; B-score at 10 µM; hit rate 0.35% among 310,000; CHO-K1 KCNQ1, thallium flux FluxOR fluorescence; stronger effect = higher value;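 active means fluorescence ratio B-score, a plate-corrected score, at least three library SD, with initial intensity B-score within 5 SD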
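assay system = KCNQ1-transfected CHO-K1 cells | medium = assay buffer with matched DMSO | probe or stimulus = depolarizing K+/Tl+ stimulus, K2SO4 and Tl2SO4 each 12.5 mM in 5x stock | dosing = single dose | incubation = dye 90 min, compound 20 min, room temperature | detection = kinetic FluxOR fluorescence, 10 s baseline plus 110 s post-stimulus | evaluation = ratio B score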
KCNK3 inh = human KCNK3 channel inhibition, primary screen; O14649; CHO-KCNK3 thallium flux, FluxOR fluorescence; stronger effect = lower value; B-score at 10 µM; hit rate 0.84% among 340,000;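 active means B-score under library mean minus 4 SD, starting fluorescence ratio at most library mean plus 5 SD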;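 further: more negative B-score means stronger inhibition of thallium flux through KCNK3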
Target sequence (O14649 whole entry, looked up): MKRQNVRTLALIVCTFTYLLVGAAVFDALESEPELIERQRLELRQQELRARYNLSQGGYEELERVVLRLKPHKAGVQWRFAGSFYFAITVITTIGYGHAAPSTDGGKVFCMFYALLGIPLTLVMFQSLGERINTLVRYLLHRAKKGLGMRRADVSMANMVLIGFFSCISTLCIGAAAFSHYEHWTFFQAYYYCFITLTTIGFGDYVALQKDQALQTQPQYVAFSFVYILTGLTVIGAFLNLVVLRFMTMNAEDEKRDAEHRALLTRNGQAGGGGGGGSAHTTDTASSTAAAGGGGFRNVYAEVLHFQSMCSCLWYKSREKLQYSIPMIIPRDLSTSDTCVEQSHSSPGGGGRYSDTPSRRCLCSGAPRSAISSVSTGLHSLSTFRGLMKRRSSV
GSK3beta inhib = inhibitors of human GSK3beta kinase | activity score (negative = inhibition), % at 10 µM | GST-GSK3beta kinase, ADP-Glo luminescence, 60 min; stronger effect = lower value | P49841 | hit rate 0.038% among 300,000;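 active means more than half of replicate wells score below -50%, meaning over 50% inhibition versus plate controls; inconclusive means some replicates but at most half score below -50%; inactive means no replicate scores below -50%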;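 further: 0% = median DMSO wells and -100% = median GW8510 positive control wells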
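Test system: GST-tagged human GSK3beta kinase, cell-free; evaluation: activity score scaled between in-plate DMSO and GW8510 controls; measured by: ADP-Glo luminescence; incubation: 60 min reaction, RT; benchmarks: DMSO and 20 µM GW8510; reagent: peptide substrate plus 25 µM ATP (final); medium: Tris/MgCl2 kinase buffer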
hERG protect = compounds protecting human hERG from proarrhythmic drug block. hit rate 0.51% among 310,000. Q12809. activation (rescue from dofetilide block), less the hit threshold, % at 10 µM. CHO-hERG, FluxOR thallium flux, dofetilide IC70 present;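 active means activation above the mean of controls blocked by dofetilide plus 5 SD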;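 further: thallium influx through hERG after potassium depolarization seen as dye fluorescence rise; in these data hits start at about 4.7%; inactives centre near -7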
GSK3A inh = human GSK-3 alpha kinase inhibition; hit rate 0.1% among 320,000; inhibition, % at 10 µM; ADP-Glo luminescence, 60 min;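 in the data active means inhibition above about 50%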;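 further: GST-tagged GSK-3 alpha with peptide substrate and 25 µM ATP; 0% = DMSO neutral wells and 100% = GW8510 positive control wells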
KCNQ1 block = human KCNQ1 channel inhibition | hit rate 1.3% among 310,000 | B-score at 10 µM | CHO-K1 KCNQ1, FluxOR thallium flux fluorescence; stronger effect = higher value;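 active means compounds whose thallium flux B-score, printed positive for inhibition, exceeds three library SD while starting fluorescence stays within three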;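 further: channel opened by potassium depolarization with thallium stimulus after 20 min compound exposure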
KCNK9 block = human KCNK9 channel inhibition; Q9NPC2; HEK293 KCNK9, FluxOR thallium flux fluorescence; stronger effect = lower value; B-score at 10 µM; hit rate 1.2% among 310,000; AID 488922;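 active means ratio B-score over 3 SD below the library mean, with starting fluorescence within 5 SD of its mean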;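 further: negative B-score means less thallium flux so channel inhibition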
PolyA inh = blocks polyadenylation in yeast reporter cells. S. cerevisiae SKY197-pL101 polyadenylation reporter, beta-gal luminescence; efflux-impaired pdr1/pdr3 knockout yeast; score 100 = 6 SD above DMSO. calls only at 12 µM. hit rate 0.02% among 300,000;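 active means lowest replicate activity score at least 50, where 100 means six control SD above control mean; inconclusive means lowest score under 50 but half or more replicates reach 50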;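 further: yeast exposed to compound for 9 h at 30 °C; higher score means more reporter readthrough which indicates perturbed polyadenylation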
Numbers without * were called inactive; i = inactive; ? = inconclusive; . = no result given. Not all compounds are listed; rates above refer to the full screens.

molecule,DYRK1A inh,HDAC3 inh,RGS4 pot,KCNQ1 act,KCNK3 inh,GSK3beta inhib,hERG protect,GSK3A inh,KCNQ1 block,KCNK9 block,PolyA inh
CC(=O)C(C)Oc1ncn(-c2ccccc2)n1 (stereo unspecified),3,-6,i,i,i,-1,-3,0,i,i,i
C/C(=N\NC(=O)c1cc([N+](=O)[O-])cc([N+](=O)[O-])c1)c1ccco1,-2,1,i,i,i,-1,-8,0,i,i,i
COc1ccc(C2Nc3ccccc3C(=O)N2NS(=O)(=O)c2ccccc2)cc1 (stereo unspecified),1,-11,i,i,i,-2,-7,8,i,i,i
Cc1ccc(/C=N/NC(=O)C[n+]2ccccc2)o1,-3,6,i,i,i,-1,-5,-1,i,i,i
COc1ccc(C2C(C#N)=C(N)N(N(C)C)C3=C2C(=O)CC(C)(C)C3)cc1 (stereo unspecified),12,-6,i,i,i,-3,-5,-1,i,i,i
CCN(CC(=O)NC1CCS(=O)(=O)C1)C(=O)COc1ccccc1-c1ccccc1 (stereo unspecified),-3,6,i,i,i,1,-4,-2,i,i,i
C[C@H](NC(=O)C1CCN(S(=O)(=O)c2ccccc2)CC1)C(=O)NCc1ccccn1,5,-4,i,i,i,6,-12,-1,i,i,i
C=C(C)CNC(=S)N/N=C/c1ccco1,2,3,i,i,i,0,-15,1,i,i,i
CN(C)/C=C1/C=C(C=O)OC1=O,-5,5,i,i,i,4,-4,-1,i,i,i
C=CCn1c(SCc2ccccc2Cl)nnc1-c1sc2nc(C)cc(C)c2c1N,.,-17,i,i,i,4,-9,-1,i,i,i
c1coc(Cn2c(-c3ccco3)nc3ccccc32)c1,2,-1,i,i,i,1,-11,0,i,i,i
OCCCNc1cc(-c2ccccc2)nc2cc(-c3ccc(F)cc3)nn12,5,-2,-8.8*,i,i,-10,-11,-1,i,i,i
COc1ccc(C(=O)CSc2nnnn2Cc2ccccc2)cc1,-2,4,i,i,i,4,0,-1,i,i,i
O=C1CC(N(C(=O)c2ccco2)c2ccc(F)cc2)C(=O)N1c1ccc(F)cc1 (stereo unspecified),-5,8,i,i,i,3,-8,4,i,i,i
Cc1c(CNC(=O)C2CC2)c(-n2cccc2)n(Cc2ccccc2)c1C,-2,1,i,i,i,1,-2,-1,i,i,i
Cc1cc(C)c(S(=O)(=O)n2nc(C)c(Br)c2C)c(C)c1,-6,-4,i,i,i,1,-11,-1,i,i,i
COC(=O)Cn1nc(C)c2ccccc2c1=O,-4,-3,i,i,i,1,-3,2,i,i,i
O=C(COC(=O)c1ccc(O)cc1O)c1ccc2c(c1)OCO2,-6,5,i,i,i,1,-12,-1,i,i,i
COc1ccc(NCC(=O)n2c(C)c(C)c3ccccc32)cc1OC,.,-1,i,i,i,2,-6,1,i,i,i
CCOC(=O)C1CCN(C(=O)CN(c2ccc(OC)cc2)S(=O)(=O)c2c(C)noc2C)CC1,8,4,i,i,i,0,-6,-1,i,i,i
CCOC(=O)Cn1c2c(c(-c3ccccc3OC)cc1=O)CCCC2,12,1,i,i,i,2,-10,-7,i,i,i
Cc1ccc(S(=O)(=O)N(c2ccc(Br)cc2)C2C=CS(=O)(=O)C2)cc1 (stereo unspecified),-1,-5,i,i,i,2,-12,-1,i,i,i
CN1CCN(C(=O)CN(c2cccc(Br)c2)S(=O)(=O)c2ccccc2)CC1,-5,0,i,i,i,0,-6,-3,i,i,i
CCCCCc1nc2c(=O)n(C)c3ccccc3c2o1,-2,5,i,i,i,1,-14,1,i,i,i
Cc1ccc(Cn2nc(C)cc2C(=O)Nc2ccc(Cl)cc2)cc1,.,?,i,i,i,2,-5,2,i,i,i
CC1(C)COC(c2cccn2Cc2ccccc2Cl)=N1,1,.,i,i,i,0,-10,-1,i,i,i
N#Cc1c(NCCN)nc(-c2ccco2)c2c1CCCC2,18,-6,i,i,i,1,-11,9,i,i,i
COc1ccc(CNC(=O)C2CCN(S(=O)(=O)N3CCCCC3)CC2)cc1,0,3,i,i,i,-2,-4,-4,i,i,i
O=C(Nc1ccc(F)c(Cl)c1)c1ccc2c(=O)n3c(nc2c1)CCCCC3,0,-5,i,i,i,4,-10,-1,i,i,i
Cc1nc2ccc(-c3nc4ccc(N)cc4[nH]3)cc2[nH]1,-3,-194,i,i,i,-2,-12,-1,i,i,i
Cc1ccccc1C(=O)NC1CC2CCCC(C1)N2Cc1ccccc1 (stereo unspecified),8,1,i,i,i,2,-11,-3,i,i,i
O=c1cc(-c2ccc(O)cc2)oc2c([C@@H]3O[C@H](CO)[C@@H](O)[C@H](O)[C@H]3O)c(O)c([C@@H]3O[C@H](CO)[C@@H](O)[C@H](O)[C@H]3O)c(O)c12,8,13,i,i,i,-3,-9,-1,i,i,i
CCC(C)N(C)Cc1cccc(C2(O)CCN(S(=O)(=O)c3ccc(F)cc3)CC2)c1 (stereo unspecified),-4,-3,i,i,i,-1,-14,1,i,i,i
Cc1cc(Cl)cc2c(N=Nc3ccccc3C(=O)O)c(O)[nH]c12,-2,1,i,i,i,2,-9,0,i,i,i
CCc1ccc(CC2(O)CC(C)N(C)CC2C)cc1 (stereo unspecified),-9,1,i,i,i,-7,-9,0,i,i,i
COc1ccc(Br)cc1CN(C)C(=O)c1ccncc1,2,3,i,i,i,2,-5,-1,i,i,i

3 compounds already listed, sorted by formula weight, falling:
molecule,DYRK1A inh,HDAC3 inh,RGS4 pot,KCNQ1 act,KCNK3 inh,GSK3beta inhib,hERG protect,GSK3A inh,KCNQ1 block,KCNK9 block,PolyA inh
O=c1cc(-c2ccc(O)cc2)oc2c([C@@H]3O[C@H](CO)[C@@H](O)[C@H](O)[C@H]3O)c(O)c([C@@H]3O[C@H](CO)[C@@H](O)[C@H](O)[C@H]3O)c(O)c12,8,13,i,i,i,-3,-9,-1,i,i,i
Cc1ccccc1C(=O)NC1CC2CCCC(C1)N2Cc1ccccc1 (stereo unspecified),8,1,i,i,i,2,-11,-3,i,i,i
CC1(C)COC(c2cccn2Cc2ccccc2Cl)=N1,1,.,i,i,i,0,-10,-1,i,i,i

(more compounds)
molecule,DYRK1A inh,HDAC3 inh,RGS4 pot,KCNQ1 act,KCNK3 inh,GSK3beta inhib,hERG protect,GSK3A inh,KCNQ1 block,KCNK9 block,PolyA inh
CC(C)(C)c1ccc(-c2nc3c(C#N)c(-c4ccc5c(c4)OCO5)ccn3n2)cc1,1,-6,i,i,i,-2,-14,-2,i,i,i
CC(C)N1CCC(=NNC(=O)c2ccccc2[N+](=O)[O-])CC1,-2,5,i,i,i,0,0,-3,i,i,i
Cc1ccc(NC(=O)c2cc(C)nc3ccccc23)c(C)c1,.,1,i,i,i,-2,-9,-5,i,i,i
CCOc1ccccc1-c1noc(CCC(=O)Nc2cccnc2)n1,-6,0,i,i,i,-1,-9,-1,i,i,i
O/N=C/c1ccc(OCc2ccccc2)c(Cl)c1,35,-3,i,i,i,-3,-4,10,i,i,i
CN(CC(=O)Nc1ccc(Cl)cc1)Cc1cc(=O)n2ccsc2n1,-4,-1,i,i,i,-1,-4,-3,i,i,i
CC(=O)Nc1ccc(NC(=O)/C=C/c2ccccc2)cc1,-4,?,i,i,i,-8,-10,0,i,i,i
CCc1ccc(OC)c(S(=O)(=O)N2CCN(C(=O)c3ccco3)CC2)c1,-8,1,i,i,i,-2,-8,0,i,i,i
CCOC(=O)N1CCC(NC(=O)C(Cc2ccccc2)NC(=O)c2ccco2)CC1 (stereo unspecified),2,1,i,i,i,-3,-13,-1,i,i,i
CC(C)(C)C(=O)Nc1cc(S(=O)(=O)Nc2ccc(Cl)cc2)ccc1Cl,1,17,i,i,i,0,-16,-2,i,i,i
CCN(CC)S(=O)(=O)c1cccc(NC(=S)NC(=O)/C=C/c2ccc(S(=O)(=O)N3CCOCC3)cc2)c1,3,2,i,i,i,-1,-11,7,i,i,i
Cc1cc(C)c(C#N)c(SCC(=O)Nc2ccc(S(=O)(=O)Nc3ncccn3)cc2)n1,2,-1,i,i,i,1,-12,3,i,i,i
COc1ccccc1CNC(=O)[C@H](C)NC(=O)C1CCN(C(=O)[C@@H]2CCCN2C(=O)OC(C)(C)C)CC1,2,2,i,i,i,4,-6,-1,i,i,i
Cc1ccc(N2C(=O)CS/C2=N\C(=S)Nc2ccccc2)cc1,.,-2,i,i,i,7,-3,8,i,i,i
O=C(NCc1ccco1)c1cc(-c2cccs2)nc2ccccc12,-2,-40,i,i,i,4,-7,-2,i,i,i
CCC(=O)Nc1cc(C(C)(C)C)ccc1C(C)=O,-7,-5,i,i,i,0,0,-2,i,i,i
O=C(c1cccc(NC2=NC3CS(=O)(=O)CC3S2)c1)N1CCN(c2ccc(F)cc2)CC1 (stereo unspecified),7,0,i,i,i,-3,-8,2,i,i,i
O=S(=O)(NCC(c1cccnc1)N1CCOCC1)c1cccs1 (stereo unspecified),0,-5,i,i,i,-1,-2,-2,i,i,i
Cc1ccc(-c2nc(CS(=O)CC(=O)NCCN3CCCCC3C)c(C)o2)cc1 (stereo unspecified),6,8,i,i,i,2,-4,-3,i,i,i
Cc1nc(=S)c2c([nH]1)-c1ccccc1CC21CCCCC1,2,0,i,i,i,2,-7,-2,i,i,i
O=C(O)CCn1c(-c2ccccc2)cc2c1CCCC2=O,-3,-5,i,i,i,-2,-7,3,i,i,i
CC(C)COc1cccc(C(=O)NC2(C)CCS(=O)(=O)C2)c1 (stereo unspecified),-1,-2,i,i,i,-5,-13,-2,i,i,i
CCn1c(C)nc2cc(C(=O)N/N=C/c3cccc(O)c3O)ccc21,-5,8,i,i,i,0,-11,-2,i,i,i
CCCCN(CC)C(=O)CSc1nc2n[nH]c(C)c2c(=N)n1-c1cccc(C)c1,10,-2,i,i,i,1,-3,-5,i,-9.2*,i
CCCNCc1cc(Cl)c(OCC)c(Cl)c1,5,0,i,i,i,-1,-5,-2,i,i,i
O=C(Nc1cccc(Cl)c1Cl)C1CCCO1 (stereo unspecified),-2,0,i,i,i,.,-3,0,i,i,i
O=C(O)CC(NC(=O)C1c2ccccc2Oc2ccccc21)c1ccc(OC2CCCC2)cc1 (stereo unspecified),-4,3,i,i,i,4,-15,-3,i,i,i
